SIAE primary: human SIAE inhibitors, primary screen, biochemical, fluorescence polarization, FP-Rh probe, 1536-well HTS; Sialate O-acetylesterase (Homo sapiens), Q9HAT2; SIAE FP-Rh probe binding; inhibition, % at 9.66 µM; 370,000 tested, 0.69% active;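 active = inhibition above a cutoff: mean of compounds within the control limits plus 3 SD of those, cut at about 17% in these data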;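 also: 0% = plate median of compound wells and 100% = probe without SIAE protein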
Target sequence (Q9HAT2 whole entry, looked up): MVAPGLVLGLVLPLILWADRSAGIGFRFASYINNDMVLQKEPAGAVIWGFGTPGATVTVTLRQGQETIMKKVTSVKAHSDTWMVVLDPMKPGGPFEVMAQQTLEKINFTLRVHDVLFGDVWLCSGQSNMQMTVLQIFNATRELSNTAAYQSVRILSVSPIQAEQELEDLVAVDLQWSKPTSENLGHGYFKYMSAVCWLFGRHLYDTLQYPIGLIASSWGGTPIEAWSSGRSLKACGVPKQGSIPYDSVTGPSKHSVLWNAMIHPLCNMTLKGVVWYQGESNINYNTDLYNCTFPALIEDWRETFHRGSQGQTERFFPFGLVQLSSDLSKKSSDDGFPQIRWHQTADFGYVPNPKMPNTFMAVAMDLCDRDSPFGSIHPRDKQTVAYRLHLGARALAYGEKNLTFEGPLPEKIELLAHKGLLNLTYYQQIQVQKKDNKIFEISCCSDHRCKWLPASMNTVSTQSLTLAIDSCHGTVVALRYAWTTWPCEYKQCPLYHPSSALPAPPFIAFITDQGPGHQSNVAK
UHRF1 binding: UHRF1 methylated DNA binding inhibitors, primary screen, counter-screen for MBD2 inhibitor project, biochemical, TR-FRET, human UHRF1, single concentration. 370,000 tested, 0.75% active. inhibition, % at 4.4 µM. UHRF1 binding to methylated oligo. AID 687016, 2013; in the data active = inhibition above about 21%;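 also: UHRF1 SRA domain binding a hemimethylated CpG hairpin DNA probe; 0% = median of test compound wells and 100% = reference inhibitor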
PRMT1 inh: PRMT1 methyltransferase inhibitors, primary screen, biochemical, fluorescence polarization | Protein arginine N-methyltransferase 1 (Homo sapiens), Q99873 | recombinant PRMT1, activity-based probe fluorescence polarization | inhibition, % at 2.79 µM | 370,000 tested, 1.3% active | AID 652257, 2013;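 active = inhibition above about 21% made by adding two undisclosed values, limit read from the data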
DDE Tn6 FP inh: inhibitors of Tn6 peptide binding to fibrin DD(E), primary screen, biochemical, fluorescence polarization, human fibrin, Tn6 probe; Fibrinogen beta chain (Homo sapiens), P02675; Fibrin DD(E) TRITC-Tn6 fluorescence polarization displacement; inhibition, % at 8.3 µM; 370,000 tested, 0.21% active; AID 720509, 2013;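 active = inhibition above a per-campaign cutoff: mean of compounds within control limits plus 3 SD, cut at about 15% in these data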;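 also: 0% = median of all compound wells on the plate and 100% = blocking peptide control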
LEDGF integ inh: blockers of LEDGF/p75-dependent integrase strand transfer – biochemical, TR-FRET, high throughput, primary screen; TR-FRET IN-LEDGF/p75 DNA integration, Eu/Cy5; HIV-1 integrase (with human LEDGF/p75); 370,000 tested, 0.64% active; AID 743269, 2014; inhibition, % at 3.7 µM;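 active = inhibition above the screen-wide mean plus 3 SD, cut at about 13% in these data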;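 also: signal is the Cy5 over europium emission ratio at 671 and 618 nm; 0% = plate median of compound wells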
Tn7 DDE FP: inhibitors of Tn7 peptide binding to fibrin DD(E), primary screen, biochemical, fluorescence polarization, human fibrin, Tn7 probe; 370,000 tested, 0.13% active; FP displacement of FITC-Tn7 peptide from fibrin DD(E); 0% = median of compound wells per plate; inhibition, % at 8.3 µM; Fibrinogen beta chain (Homo sapiens), P02675;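 active = inhibition above the mean of compounds falling within the control limits plus 3 SD of them, cut at about 14% in these data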;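 also: 0% = plate median of compound wells and 100% = 10 µM Aha-Tn7 peptide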
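Assay system: Human fibrin DD(E) protein | Medium: Tris buffer with calcium and detergent, pH 7.8 | Reagent: 0.1 µM fluorescent Tn7 | Compound dosing: Single point at 8.3 µM | Times: 10 min preincubation, 3 h with tracer, room temperature | Detection: Fluorescence polarization of the labelled Tn7 tracer | Controls: Aha-Tn7 high control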
MBD2 DNA inh: inhibitors of MBD2 binding to methylated DNA, primary screen, biochemical, TR-FRET, DNA-binding domain, human; inhibition, % at 4.4 µM; 370,000 tested, 0.31% active; AID 686964, 2013; MBD2 binding to methylated oligonucleotide; in the data active = inhibition above about 13%
Target sequence (Q9UBB5 whole entry, looked up, the tested form may be a part): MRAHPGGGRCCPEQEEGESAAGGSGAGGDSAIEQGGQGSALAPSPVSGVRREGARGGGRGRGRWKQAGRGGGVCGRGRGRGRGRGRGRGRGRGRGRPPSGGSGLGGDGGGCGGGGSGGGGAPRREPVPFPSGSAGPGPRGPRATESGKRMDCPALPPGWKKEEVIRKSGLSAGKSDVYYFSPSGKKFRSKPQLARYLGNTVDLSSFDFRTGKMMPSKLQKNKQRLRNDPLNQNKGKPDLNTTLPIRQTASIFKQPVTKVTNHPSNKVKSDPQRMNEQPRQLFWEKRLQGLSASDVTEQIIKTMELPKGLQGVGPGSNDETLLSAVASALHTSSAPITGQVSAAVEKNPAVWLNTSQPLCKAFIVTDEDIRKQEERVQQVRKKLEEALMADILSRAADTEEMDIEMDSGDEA
KLK7 zymogen act: proKLK7 zymogen activators, primary screen, biochemical, fluorescence intensity; purified proKLK7, EDANS-DABCYL substrate fluorescence; 100% is mature enzyme control, 0% vehicle; 370,000 tested, 0.9% active; activation, % at 7 µM; Kallikrein-7 (Homo sapiens), P49862; AID 652039, 2013;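 active = activation above the mean of all tested compounds plus 3 SD, computed per campaign excluding outliers beyond control limits, cut at about 13% in these data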
TCR CD3 inh: inhibitors of human TCR-CD3 interaction, primary screen, biochemical, fluorescence, TAMRA-labeled TCR probe; T-cell receptor (TCR); inhibition, % at 9.4 µM; 360,000 tested, 0.37% active; in the data active = inhibition above about 19%;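 also: recombinant mutant TCR 2C K166C tagged with TAMRA read by polarization; 0% = receptor in buffer alone and 100% = receptor with positive control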
TDP2 absorb: human TDP2 enzyme inhibitors, primary screen, biochemical, epi absorbance, recombinant enzyme. Tyrosyl-DNA phosphodiesterase 2 (Homo sapiens), O95551. T5PNP hydrolysis, p-nitrophenol absorbance 415 nm. inhibition, % at 12.8 µM. 370,000 tested, 0.34% active. AID 720702, 2013;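 active = inhibition above the mean of all tested compounds plus 3 SD, set per campaign, cut at about 25% in these data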;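 also: 0% = DMSO with enzyme and 100% = buffer with substrate but no TDP2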
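Assay system: recombinant human TDP2 / Reagent: T5PNP substrate at 5 mM, a TopII-DNA adduct mimic / Measured by: epi absorbance from released p-nitrophenol / Evaluation: % inhibition relative to enzyme-containing and enzyme-free wells / Control set: enzyme-free and DMSO wells / Replicates: each compound tested once, singlicate / Schedule: enzyme reaction with compound for 2 h at 37 °C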
* hit, by the source's call; x = not tested or not shown. An excerpt; the hit share may differ from the screen's.

[1] CN(CC=CCN(C)P(=S)(N1CC1)N1CC1)P(=S)(N1CC1)N1CC1
[2] COc1cc2c(c3oc4cccc(O)c4c(=O)c13)[C@@H]1C=CO[C@@H]1O2
[3] Cc1cc(/C=C2/C(=O)NC(=O)N(Cc3ccco3)C2=O)c(C)n1-c1ccc(C(=O)O)cc1
[4] CN(C)C(=O)Oc1ccc(Br)c2ccccc12
[5] O=[N+]([O-])c1ccc(CNCCc2ccccc2)cc1
[6] C=C[C@@H]1C2=CCOC(=O)C2=CO[C@H]1O[C@@H]1O[C@H](CO)[C@@H](O)[C@H](O)[C@H]1O

assay / entry	1	2	3	4	5	6
DDE Tn6 FP inh	-5	-2	-6	4	-10	-10
Tn7 DDE FP	6	-3	-5	2	-7	0
SIAE primary	-4	-10	-5	7	1	3
LEDGF integ inh	-1	-1	86*	-1	-2	1
MBD2 DNA inh	6	5	24*	0	0	1
KLK7 zymogen act	-0.6	0.1	0.1	-0.2	0.2	0.2
TDP2 absorb	-2	-1	4	6	5	5
UHRF1 binding	2	-1	78*	2	-2	3
TCR CD3 inh	2	x	-2	-8	-5	4
PRMT1 inh	52*	2	42*	1	-2	2

Rewritten with two lines to a compound: six of the compounds above
Values run as follows: DDE Tn6 FP inh	Tn7 DDE FP	SIAE primary	LEDGF integ inh	MBD2 DNA inh	KLK7 zymogen act	TDP2 absorb	UHRF1 binding	TCR CD3 inh	PRMT1 inh
#1 CN(CC=CCN(C)P(=S)(N1CC1)N1CC1)P(=S)(N1CC1)N1CC1
→ -5	6	-4	-1	6	-0.6	-2	2	2	52*
#2 COc1cc2c(c3oc4cccc(O)c4c(=O)c13)[C@@H]1C=CO[C@@H]1O2
→ -2	-3	-10	-1	5	0.1	-1	-1	x	2
#3 Cc1cc(/C=C2/C(=O)NC(=O)N(Cc3ccco3)C2=O)c(C)n1-c1ccc(C(=O)O)cc1
→ -6	-5	-5	86*	24*	0.1	4	78*	-2	42*
#4 CN(C)C(=O)Oc1ccc(Br)c2ccccc12
→ 4	2	7	-1	0	-0.2	6	2	-8	1
#5 O=[N+]([O-])c1ccc(CNCCc2ccccc2)cc1
→ -10	-7	1	-2	0	0.2	5	-2	-5	-2
#6 C=C[C@@H]1C2=CCOC(=O)C2=CO[C@H]1O[C@@H]1O[C@H](CO)[C@@H](O)[C@H](O)[C@H]1O
→ -10	0	3	1	1	0.2	5	3	4	2

(further entries)
[7] C[C@@H]1CN([C@H](C)CO)C(=O)CCCn2nncc2CO[C@@H]1CN(C)C(=O)Oc1ccccc1
[8] Cc1cccc(-n2c(O)c(C=Nc3ccc(S(N)(=O)=O)cc3)c(=O)[nH]c2=O)c1
[9] O=C(CN1CCCC1=O)Nc1ccccc1
[10] Cc1c(CC(=O)N2C[C@H]3C[C@@H](C2)c2cccc(=O)n2C3)c(=O)oc2c(C)c(O)ccc12
[11] CCCCCSc1cc(OC)c(CCNC)cc1OC
[12] Cc1cc(-c2cc(C)c(N)c(C)c2)cc(C)c1N

assay / entry	7	8	9	10	11	12
DDE Tn6 FP inh	8	5	0	-5	-3	2
Tn7 DDE FP	7	7	8	-8	-7	8
SIAE primary	5	6	-3	-1	0	-2
LEDGF integ inh	0	3	-1	-3	6	-4
MBD2 DNA inh	-12	2	-5	-1	2	-3
KLK7 zymogen act	-0.3	-1.1	0.3	65*	-0.2	-0.5
TDP2 absorb	8	8	-10	6	-9	-10
UHRF1 binding	-2	3	-2	-1	1	0
TCR CD3 inh	0	-4	7	-10	-2	4
PRMT1 inh	-2	4	-1	1	0	-2

[13] CN(C(=O)Oc1ccc([N+](=O)[O-])cc1)c1ccccc1
[14] CN(C)C(=O)Oc1ccc(-c2cn3cc(C(F)(F)F)ccc3n2)cc1
[15] O=C1CC(=O)N(Cc2ccccc2)C(=O)N1CCCCCCN1C(=O)CC(=O)N(Cc2ccccc2)C1=O
[16] Cc1ccccc1NC(=S)NC(NC(=O)CF)C(Cl)(Cl)Cl (centres undefined)
[17] CCC(C)n1c(O)c(/C=N/Nc2nc3c(c(=O)n(C)c(=O)n3C)n2C)c(=O)[nH]c1=S (centres undefined)
[18] C/C(=N\Nc1ccccc1)c1c(O)n(Cc2ccccc2)c(=O)[nH]c1=O

assay / entry	13	14	15	16	17	18
DDE Tn6 FP inh	2	3	-6	3	-1	2
Tn7 DDE FP	0	9	-8	-3	-5	5
SIAE primary	1	4	-32	1	0	0
LEDGF integ inh	-1	-2	11	2	5	-5
MBD2 DNA inh	-1	-2	-1	0	-3	-4
KLK7 zymogen act	-0.7	0.3	0.2	-1.2	-1.8	0.4
TDP2 absorb	8	11	-16	-5	0	-10
UHRF1 binding	0	-2	2	-1	-5	-1
TCR CD3 inh	4	4	-3	7	3	13
PRMT1 inh	0	-4	5	0	5	7

[19] CC1CCCN(CC(=O)c2ccc(Cl)c(Cl)c2)C1 (centres undefined)
[20] Cc1nn(-c2ccccc2)c2c1CC1(C(=O)N(C)C(=O)N(C)C1=O)C1CCCCN21 (centres undefined)
[21] COc1ccc(Cn2c(N)c(C(=O)NCc3ccco3)c3nc4ccccc4nc32)cc1OC
[22] COc1ccc(OC)c(N2C(=O)NC(=O)C(CCc3ccncc3)(CCc3ccncc3)C2=O)c1
[23] CCc1ccc(N2C(=O)NC(=O)C(CCc3ccncc3)(CCc3ccncc3)C2=O)cc1
[24] O=C(Cn1nc(Cc2cccnc2)c2ccccc2c1=O)N1CCC2(CC1)OCCO2

assay / entry	19	20	21	22	23	24
DDE Tn6 FP inh	3	8	-3	7	-1	6
Tn7 DDE FP	0	2	1	-1	0	5
SIAE primary	-2	0	-13	14	-1	2
LEDGF integ inh	1	-2	2	5	-3	-3
MBD2 DNA inh	-2	-3	-4	-5	-2	2
KLK7 zymogen act	0.0	-0.2	-18	1.5	-0.1	0.6
TDP2 absorb	2	-5	-7	0	-2	3
UHRF1 binding	-1	-5	-10	2	1	0
TCR CD3 inh	11	4	1	-5	3	7
PRMT1 inh	4	-2	7	0	-1	-2

[25] COCCOC(=O)c1c(N)n(Cc2ccco2)c2nc3ccccc3nc12
[26] CN1C(=O)N(C)C(=O)C2(Cc3cc(NC(=O)c4ccccc4Cl)ccc3N3CCCC32)C1=O (centres undefined)
[27] Cc1cccc(C)c1N1CCN(c2c(C)cccc2C)CC1
[28] c1ccc(CCNCc2cccnc2)cc1
[29] C=CCN1CC[C@]23c4c5ccc(O)c4OC2C(O)CC[C@@]3(O)[C@H]1C5 (some centres undefined)
[30] CCN1CCN(S(=O)(=O)c2cnc(Cl)c(Br)c2)CC1

assay / entry	25	26	27	28	29	30
DDE Tn6 FP inh	0	5	7	1	-1	-1
Tn7 DDE FP	6	6	-6	2	-2	0
SIAE primary	-5	9	7	0	-2	-1
LEDGF integ inh	4	1	2	0	0	-5
MBD2 DNA inh	-9	-4	0	3	-4	1
KLK7 zymogen act	8.5	-2.5	-0.1	-0.3	0.4	1.1
TDP2 absorb	11	11	10	7	8	-3
UHRF1 binding	-9	-1	-1	2	-1	0
TCR CD3 inh	3	10	4	-6	-2	-1
PRMT1 inh	30*	2	2	-2	1	-2

[31] O=C(CN1CC(c2ccccc2)CC1=O)Nc1ccccc1 (centres undefined)
[32] O=C(Nc1cccc(Cl)c1)N1C[C@H]2C[C@@H](C1)c1cccc(=O)n1C2
[33] COc1cccc(NP(=O)(Oc2ccccc2Cl)Oc2ccccc2Cl)c1
[34] CCCCn1c(O)c(C(CC)=NCCN2CCCCC2)c(=O)[nH]c1=O
[35] CCN1CCN(Cc2cccnc2)CC1
[36] Cc1cccc(C)c1-n1nnnc1C(C1CC1)N1CCC2(CC1)C(=O)NCN2c1ccccc1 (centres undefined)

assay / entry	31	32	33	34	35	36
DDE Tn6 FP inh	-3	8	0	4	-4	2
Tn7 DDE FP	2	1	-3	-6	1	2
SIAE primary	3	5	-2	2	-4	-1
LEDGF integ inh	2	-5	-2	0	-2	-2
MBD2 DNA inh	2	3	-5	-6	-1	0
KLK7 zymogen act	0.2	-0.2	0.4	-0.3	0.3	0.4
TDP2 absorb	0	1	1	4	-10	8
UHRF1 binding	0	2	1	-3	4	2
TCR CD3 inh	-2	1	-5	3	6	4
PRMT1 inh	-3	1	0	4	-1	-2

[37] O=C(O)COc1ccc(Cl)cc1Cl
[38] CCCCc1nc(N2CCNCC2)c(C#N)c2c1CSC(C)(C)C2
[39] COc1ccc(C(c2nnnn2-c2ccc(OC)cc2)N2CCC3(CC2)C(=O)NCN3c2ccccc2)cc1 (centres undefined)
[40] CCN(c1ccc(C(O)(C(=O)OC)C(F)(F)F)cc1)S(=O)(=O)c1ccc(C)cc1 (centres undefined)
[41] C=CCNC(=S)/N=C/c1c(O)[nH]c(=O)[nH]c1=O

assay / entry	37	38	39	40	41
DDE Tn6 FP inh	7	-1	6	12	5
Tn7 DDE FP	-5	-3	5	8	6
SIAE primary	4	-3	2	6	0
LEDGF integ inh	2	2	-6	0	-6
MBD2 DNA inh	1	3	-1	-4	-1
KLK7 zymogen act	0.1	0.2	0.7	0.0	0.1
TDP2 absorb	0	-16	10	8	10
UHRF1 binding	0	7	-1	-2	1
TCR CD3 inh	0	4	0	5	-4
PRMT1 inh	-2	-2	1	0	15
